# GPR151 activ: human GPR151 activation. activation, % at 11.2 µM. PathHunter beta-arrestin GPR151 cells, luminescence. Q8TDV0. 1% of 650,000 active. AID 1508602; in the data active means activation above about 4.9%;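 further: 0% = median of compound wells and 100% = cells with positive control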
# Target sequence (Q8TDV0 whole entry, looked up): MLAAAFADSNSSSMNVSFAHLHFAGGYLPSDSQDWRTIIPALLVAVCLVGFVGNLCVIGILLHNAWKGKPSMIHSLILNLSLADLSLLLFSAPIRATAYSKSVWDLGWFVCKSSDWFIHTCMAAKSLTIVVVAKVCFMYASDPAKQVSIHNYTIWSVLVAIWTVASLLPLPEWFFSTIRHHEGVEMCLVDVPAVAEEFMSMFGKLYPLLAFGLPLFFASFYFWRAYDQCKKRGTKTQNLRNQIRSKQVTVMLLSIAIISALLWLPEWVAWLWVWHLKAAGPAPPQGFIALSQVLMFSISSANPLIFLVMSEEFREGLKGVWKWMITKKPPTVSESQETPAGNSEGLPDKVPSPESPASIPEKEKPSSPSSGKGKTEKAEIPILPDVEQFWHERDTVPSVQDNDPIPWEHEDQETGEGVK
# FBW7 activator: human FBW7 E3 ligase activation, primary screen; Q969H0; AlphaScreen FBW7–phospho-cyclin E peptide binding, activator screen; normalized activity (activation), % at 26.1 µM; 0.13% of 650,000 active; AID 1259310; in the data active means normalized activity above about 1.9%;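 further: purified mutant Fbw7 with reduced substrate affinity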
# MITF primary: human MITF inhibition, primary screen; O75030; AlphaScreen MITF homodimerization, bead proximity signal; inhibition, % at 2.6 µM; 0.91% of 650,000 active; AID 1259374; in the data active means inhibition above about 50%;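 further: 0% = vehicle wells with protein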
# Target sequence (O75030 whole entry, looked up): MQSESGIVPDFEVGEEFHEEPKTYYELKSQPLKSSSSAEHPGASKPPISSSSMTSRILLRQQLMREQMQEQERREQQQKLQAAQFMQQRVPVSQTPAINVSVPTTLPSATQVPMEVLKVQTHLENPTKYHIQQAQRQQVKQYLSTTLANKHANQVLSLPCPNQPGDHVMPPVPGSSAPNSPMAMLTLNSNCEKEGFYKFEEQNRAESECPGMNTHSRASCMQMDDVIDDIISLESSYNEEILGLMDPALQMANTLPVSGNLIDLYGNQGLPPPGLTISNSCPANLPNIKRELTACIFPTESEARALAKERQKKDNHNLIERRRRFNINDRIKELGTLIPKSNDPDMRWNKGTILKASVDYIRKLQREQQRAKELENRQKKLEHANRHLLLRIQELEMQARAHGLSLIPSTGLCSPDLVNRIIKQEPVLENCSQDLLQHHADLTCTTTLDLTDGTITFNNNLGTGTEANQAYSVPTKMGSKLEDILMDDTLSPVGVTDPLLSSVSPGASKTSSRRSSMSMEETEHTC
# TEAD-YAP block: TEAD-YAP interaction inhibition; HEK-TIYL cells, TEAD-Gal4/YAP UAS-luciferase luminescence; 1.4% of 640,000 active; inhibition, % at 9.12 µM; in the data active means inhibition above about 32%;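 further: 0% = median of test compound wells and 100% = reference inhibitor wells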
# Starred values were filed as active, the others as inactive; & = joins results of further samples.
mol,GPR151 activ,FBW7 activator,MITF primary,TEAD-YAP block
CCN(CC)CCNC(=O)Cc1c(C(=O)O)n(CC)c2ccccc12,-0.4,-0.1,-8,2
N#C/C(=C\c1ccc(F)cc1)c1ccc([N+](=O)[O-])cc1,2.9,-0.2,9,-20
Cc1nc2sc(-c3ccccc3)cc2c2nnc(-c3ccccc3)n12,-0.1,0.1,1,91*
COc1ccc(CC2(CCC(=O)NCc3ccncc3)CCC(=O)N2)c(F)c1 (configuration not stated),-2.0,0.1,9,-7
O=C1CC(NCCCCO)C(=O)N1c1ccc(Br)cc1 (configuration not stated),0.2,-0.1,0,11
CCC1CCCCN1C(=O)CSc1cn(Cc2cccc(F)c2)c2ccccc12 (configuration not stated),-0.4,-0.1,1,-5
COc1ccc(O)c(C2=NCCNC(C(F)(F)C(F)F)=C2)c1,-0.4,-0.1,9,0
N#Cc1c(NC(=O)Cn2c(=O)sc3ccccc32)sc2c1CCCC2,-0.4,0.1,14,-8
COc1cc(OC)cc(C(=O)Nc2cc(C(=O)N3CC(C)CC(C)C3)ccc2N2CC3CC(C2)c2cccc(=O)n2C3)c1 (configuration not stated),1.6,-0.1,1,-9
CN1C(=O)C(O)(CC(=O)c2ccc(Cl)cc2)c2ccccc21 (configuration not stated),-0.7,-0.1,-2,-10
COc1ccccc1Nc1ccc([N+](=O)[O-])cc1N,-0.4,0.0,15,1
O=C(Nc1cnn(-c2ccc(C(=O)N3CCc4ccccc4C3)cc2)c1)C1CCOCC1,-0.1,0.3,21,9

# Two entries from above in a different format:
compound: COc1cc(OC)cc(C(=O)Nc2cc(C(=O)N3CC(C)CC(C)C3)ccc2N2CC3CC(C2)c2cccc(=O)n2C3)c1 (configuration not stated)
  GPR151 activ = 1.6; FBW7 activator = -0.1; MITF primary = 1; TEAD-YAP block = -9
compound: CCN(CC)CCNC(=O)Cc1c(C(=O)O)n(CC)c2ccccc12
  GPR151 activ = -0.4; FBW7 activator = -0.1; MITF primary = -8; TEAD-YAP block = 2

# Next section:
mol,GPR151 activ,FBW7 activator,MITF primary,TEAD-YAP block
COc1ccccc1C1C2=C(CCCC2=O)Nc2ccccc2N1C(C)=O (configuration not stated),0.8,-0.1,0,4
O=C(Cn1c(=O)oc2ccccc21)Nc1ccc(OCc2ccccc2)cc1,-0.5,0.0,-19,1
CC(=O)N1CCN(c2ccc([N+](=O)[O-])c(NC(C)C34CC5CC(CC(C5)C3)C4)c2)CC1 (configuration not stated),-0.8,-0.1,14,4
Cc1cccc(NC(=O)C2C3C=CC4(O3)C2C(=O)N(CC2COc3ccccc3O2)C4C(=O)NC2CCCC(C)C2C)c1 (configuration not stated),0.3,0.0,5,5
CCCN(CCC)CCCNC(=O)C1CCC(=O)N1C(C)C (configuration not stated),1.1,-0.1,0,-10
CCN1CCN(C(=O)CN(c2ccc(OC)c(Cl)c2)S(C)(=O)=O)CC1,0.9,-0.1,15,10
O=S(=O)(Nc1cccc(N2CCC(NCCc3ccco3)CC2)c1)c1ccc(F)cc1,1.1,0.7,61*,-9
FC(F)(F)c1cc(-c2ccccc2)no1,0.8,-0.1,4,-1
COc1ccccc1NS(=O)(=O)c1ccc(SC)cc1,6.3*,0.2,4,2
CN(CCC#N)C(=O)COC(=O)c1ccc(Br)o1,-1.0,0.8,15,9
CCC1CCCCN1CCCNC(=O)Cn1nc(C)n2cccc2c1=O (configuration not stated),-2.0,-0.2,12,0
CCOc1ccc(NC(=O)CSc2nc3c(sc(=S)n3-c3ccc(C)c(C)c3)c(=O)n2-c2ccc(F)cc2)cc1,-0.1,-0.1,-2,16

# Next records
mol,GPR151 activ,FBW7 activator,MITF primary,TEAD-YAP block
Cc1ccccc1NC(=O)CN1C(=O)C(C)(C)Oc2ccc(C(=O)NC3CCCCC3)cc21,0.0,-0.2,4,-1
COC(=O)c1c(NC(=O)c2ccc(C)cc2)sc(C)c1C,0.1,0.0,4,-11
O=C(CCn1nc(-c2ccc(Cl)cc2)ccc1=O)N1CCN(c2ccccn2)CC1,-0.1,-0.3,7,18
O=C(CSc1nncn1C(=O)/C=C/c1ccccc1)c1ccccc1,-1.9,0.1,-3,-13
Cc1ccn2cc(CCNS(=O)(=O)c3ccc(Br)cc3)nc2c1,-0.8,0.1,-19,3
O=C1CC(C(=O)NCC2Cc3cc(-c4cnccn4)cc(Cl)c3O2)c2ccccc21 (configuration not stated),0.6,-0.1,-9,-6
Cc1ccc(C(=O)NNC(=O)C(=O)NC(C)(C)C)cc1,-0.3,0.1,4,-7
O=C(NCc1ccccc1)c1ccc2nc3ccccc3c(=O)n2c1,-0.6,0.0,-2,-8
Cc1nc2c(c(C)nn2C(C)(C)C)c(C)c1CCC(=O)O,0.2,0.1,6,1
Cc1ccc(C2N=C(c3ccc(Cl)cc3)CC(c3ccccc3O)N2)cc1 (configuration not stated),1.2,0.0,4,-24
COc1ccccc1N(CC(=O)Nc1ccc2c(c1)OCO2)S(=O)(=O)c1ccc(C)cc1,1.8,0.0,-9,-11
COc1cccc(C2CC(=O)C3=C(C2)Nc2ccccc2N(C(C)=O)C3c2ccc(F)cc2)c1 (configuration not stated),2.4,0.5,12,7

# Remaining list, next part.
mol,GPR151 activ,FBW7 activator,MITF primary,TEAD-YAP block
COCCNc1nc(-c2cccc(Cl)c2)ccc1C(=O)NCCNC(C)=O,1.1,0.2,7,11
COc1cc2c(cc1OC)C1CN3CCc4cc(OC)c(OC)cc4C3CN1CC2 (configuration not stated),-1.5,0.2,14,5
COc1cc(C2C(C(=O)OCC3CCCO3)=C(C)NC3=C2C(=O)CC(c2cccs2)C3)cc(OC)c1OC (configuration not stated),1.7,0.1,-7,4
O=[N+]([O-])c1cccc(S(=O)(=O)N2CCN(Cc3cccc(F)c3)CC2)c1,-1.1,-0.1,10,6
O=C(c1ccc(S(=O)(=O)N2CCc3ccccc3C2)cc1)N(Cc1ccccc1)Cc1ccccc1,1.1,0.2,-5,1
CC12CCC(C(=O)NCCc3ccccc3)(CC1=O)C2(C)C (configuration not stated),-0.6,-0.1,10,-1
COc1ccc(NCc2ccc(O)c3ncccc23)cc1,-0.5,-1.8,73*,-9
O=C(Oc1ccc(/C=N/n2cnnc2)cc1[N+](=O)[O-])c1ccccc1,-0.8,0.0,7,4
OCCNc1nc(-c2ccc(N3CCOCC3)nc2)nc2c1ncn2-c1ccsc1,0.1,0.1,-2,34*
Cc1ccc(Oc2cc(C)nc(-c3ccccc3O)n2)cc1,1.0,0.0,-7,5
CCN(CC)S(=O)(=O)c1cccc(C(=O)NC(C)C(c2cccs2)N2CCCC2)c1 (configuration not stated),0.2,0.3,17,16
CCc1ccc(OC(=O)c2sc3ncn(Cc4cccc(F)c4)c(=O)c3c2C)cc1,1.1,-0.1,9,-1

# 7 compounds already listed, ordered by length of the SMILES, lowest first:
mol,GPR151 activ,FBW7 activator,MITF primary,TEAD-YAP block
COc1ccc(NCc2ccc(O)c3ncccc23)cc1,-0.5,-1.8,73*,-9
Cc1ccc(Oc2cc(C)nc(-c3ccccc3O)n2)cc1,1.0,0.0,-7,5
CC12CCC(C(=O)NCCc3ccccc3)(CC1=O)C2(C)C (configuration not stated),-0.6,-0.1,10,-1
COCCNc1nc(-c2cccc(Cl)c2)ccc1C(=O)NCCNC(C)=O,1.1,0.2,7,11
COc1cc2c(cc1OC)C1CN3CCc4cc(OC)c(OC)cc4C3CN1CC2 (configuration not stated),-1.5,0.2,14,5
O=C(Oc1ccc(/C=N/n2cnnc2)cc1[N+](=O)[O-])c1ccccc1,-0.8,0.0,7,4
COc1cc(C2C(C(=O)OCC3CCCO3)=C(C)NC3=C2C(=O)CC(c2cccs2)C3)cc(OC)c1OC (configuration not stated),1.7,0.1,-7,4

# More structures follow:
mol,GPR151 activ,FBW7 activator,MITF primary,TEAD-YAP block
CN1C(=O)CCC12CCN(Cc1c[nH]c3ccccc13)CC2,8.1*,0.2,15,-7
FC(F)(F)c1cccc(N2CCN(CCN3CCOCC3)CC2)c1,1.1,0.1,29,-6
COc1ccc([C@@H]2CN(C(=O)C(C)(C)C)C[C@H]2C(=O)O)cc1,-0.2,0.0,7,2
O=C(O)c1cn(-c2ccccc2)nc1-c1cccnc1,1.8,0.1,-3,9
COc1ccccc1N1CCN(c2ncc(C(=O)N(C)c3ccc(Cl)cc3)c3ccccc23)CC1,1.5,0.0,-3,4
CC(C)(C)C1=NN(CC(=O)N2CCC(C(N)=O)CC2)C(=O)c2cc3ccccc3n2C1,-1.1,0.0,-3,-6
O=c1c(NCc2ccccc2Cl)c(-c2ccccc2)c1=O,-0.3,-0.1,6,4
Cc1ccc(CNC(=O)CSc2nc3ccsc3c(=O)n2CCC(C)C)cc1,-2.3,-0.1,1,0
COC(=O)c1ccccc1NC(=O)CN(c1ccc(Cl)cc1)S(=O)(=O)c1ccc(OC)cc1,2.0,-0.1,-3,3
O=C(Nc1ccccc1C(=O)N1CCCCC1)c1ccc(Cl)cc1,0.0,-0.1,9,-1
CCC(Oc1ccc(C)c(C)c1)C(=O)O (configuration not stated),-0.2,0.2,-16,-7
COC(=O)C(Cc1ccccc1)NC(=O)c1n[nH]c(=O)c2ccccc12 (configuration not stated),-0.9,0.0,5,1

# Next section:
mol,GPR151 activ,FBW7 activator,MITF primary,TEAD-YAP block
N#Cc1c(NC(=O)CCCOc2ccccc2)sc2c1CCCC2,0.9,0.0,-4,-13
CCc1ccc(C2C(C(=O)OC(C)(C)C)C(=O)CC(C)(O)C2C(=O)OC(C)(C)C)cc1 (configuration not stated),-0.2,-0.1,5,1
COc1ccc(C(=O)NCCNc2ncnc3sc4c(c23)CCCC4)cc1,-0.6,0.1,5,27
O=C(c1ccncc1)N1CCN(Cc2cccc(Oc3ccccc3)c2)CC1,-0.9,0.8,35,7
CCOC(=O)C(C)(C)Sc1nnc(COc2ccc(C)cc2)n1CC,-0.1,0.2,13,4
Cc1ccc2nc3c(cc(C(=O)NCc4ccccc4)c(=N)n3C(C)C)c(=O)n2c1,-1.1,0.0,-2,-1
COc1ccc(C(=O)/C=C(\C)NCc2ccc(F)cc2)cc1,-1.1,0.1,-4,4
COc1ccc(OC)c(N(CC(=O)Nc2ccc3c(c2)OCO3)S(C)(=O)=O)c1,0.2,0.0,6,1
CCNc1cccc(C(=O)NCCCN2CCCC2=O)n1,-0.1,0.1,15,3
COc1ccc(NC(=O)N2CCc3cc(OC)c(OC)cc3C2)cc1,-0.8,-0.1,7,5
Cc1[nH]c2ccccc2c1C(=O)C(=O)N1CCCCC1C (configuration not stated),0.2,-0.2,2,19
COc1ccc(-c2cc(C(F)(F)F)n3ncc(C(=O)N(C)CCC#N)c3n2)cc1OC,-0.3,-0.3,-7,-10

# (continued)
mol,GPR151 activ,FBW7 activator,MITF primary,TEAD-YAP block
CC1(C)CC(=O)c2c(-c3ccc(O)cc3)n[nH]c2C1,-0.1,0.0,11,-1
O=C(Nc1cccc(-n2cccn2)c1)C1CCCN(Cc2ccccc2F)C1 (configuration not stated),-1.3,0.2,19,-14
COc1ccc(C(=O)/C=C\Nc2ccc(Cl)cc2[N+](=O)[O-])c(OC)c1,0.2,-0.3,-3,-13
C=C[n+]1ccn(-c2nc3ccccc3nc2NS(=O)(=O)c2ccc([N+](=O)[O-])cc2)c1,-0.8,0.0,2,-6
COc1cc2[nH]c(=S)nc(NCCNC(C)=O)c2cc1OC,-0.7,0.4,7,-2
CS(=O)(=O)N(Cc1ccccc1)c1ccc(C(=O)NCCCNC(=O)c2ccc(N(Cc3ccccc3)S(C)(=O)=O)cc2)cc1,-0.2,0.1,7,-1
COc1ccc(CCNC(=O)c2cnc3cc(C)ccn3c2=O)cc1,-0.9,0.8,1,7
N/C(=N\OC(=O)Cc1ccccc1[N+](=O)[O-])c1ccc(Br)cc1,1.5,-0.2,-1,-16
COc1ccc(OC)c(NC(=O)COc2cc(C)ccc2C(C)C)c1,-1.6,-0.1,-4,-8
COC(=O)c1cc(C(=O)N2CCN(c3cccc(C)c3C)CC2)cc([N+](=O)[O-])c1,1.0,-0.2,-11,4
O=C(NCC1(c2ccccc2)CCOCC1)C1CC12CCN(Cc1ccco1)CC2 (configuration not stated),0.2,-0.1,-23,-2
c1ccc(OCc2nnc3sc(-c4ccccc4)nn23)cc1,-0.1,0.1,2,-2

# (continued)
mol,GPR151 activ,FBW7 activator,MITF primary,TEAD-YAP block
COc1ccccc1NC(=O)CN1CCN(c2ccc(Cl)cc2)CC1,-0.8,0.0,-3,4
O=C(Nc1ncc(-c2ccccc2)s1)c1ccc(S(=O)(=O)N2CCCC2)cc1,-0.4,0.0,4,-2
Cc1cc(C(=O)Nc2sccc2-c2nc3ccccc3s2)c(C)o1,0.1,0.0,-8,-3
CC1(C)CC(=O)C2=C(C1)N(c1ccccc1C#N)C(N)=C(C#N)C2c1ccsc1 (configuration not stated),0.4,-0.2,1,-20
Cc1c(C(=O)OCCOC(C)C)[nH]c2c1C(=O)CC(C)(C)C2,0.7,-0.1,-4,-6
COc1cc(NC(=O)CCN(C)Cc2ccccc2)cc(OC)c1,0.6,-0.4,-1,-1
O=C(COC(=O)c1cccc([N+](=O)[O-])c1)c1ccc([N+](=O)[O-])cc1,-0.1,-0.3,-2,1
COc1cccc(NC(=O)CSc2nc3ccccc3c(=O)n2CCCC(=O)NCCc2ccccc2)c1,0.3,-0.2,-4,4
CCN(CC)c1ncc(-c2ccc(C)cc2)cn1,1.1,0.4,8,-16
COc1ccc(-c2cccc(C(N)=O)c2)cc1,0.0&0.8,-0.4&0.2,5&20,-11&-4
CCNc1nc(NC(C)C)nc(N(n2cnnc2)S(=O)(=O)c2ccc(C)cc2)n1,0.2,1.3,16,-14
O=C(c1cccc(Cl)c1)n1nnc2ccccc21,0.8,0.0,10,2
O=C(Nc1sc2c(c1C(=O)N1CCN(Cc3ccccc3)CC1)CCCC2)c1ccccc1F,0.3,-0.2,3,9
CC(=O)/C(Sc1nc2ccccc2[nH]1)=C(\C)O,-1.7,0.7,-9,-6
